ROCK2 inh = blocks human Rho kinase 2 activity. purified ROCK2, Kinase-Glo ATP depletion luminescence. hit rate 0.35% among 60,000. inhibition, % at 6 µM;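 active means inhibition above the screen-wide mean inhibition plus 3 SD, cut at about 18% in these data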;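 further: plate controls were DMSO wells for no effect and Y-27632 control wells after no-enzyme background subtraction for full effect; many of its hits are not listed in these tables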
Target sequence (O75116 whole entry, looked up): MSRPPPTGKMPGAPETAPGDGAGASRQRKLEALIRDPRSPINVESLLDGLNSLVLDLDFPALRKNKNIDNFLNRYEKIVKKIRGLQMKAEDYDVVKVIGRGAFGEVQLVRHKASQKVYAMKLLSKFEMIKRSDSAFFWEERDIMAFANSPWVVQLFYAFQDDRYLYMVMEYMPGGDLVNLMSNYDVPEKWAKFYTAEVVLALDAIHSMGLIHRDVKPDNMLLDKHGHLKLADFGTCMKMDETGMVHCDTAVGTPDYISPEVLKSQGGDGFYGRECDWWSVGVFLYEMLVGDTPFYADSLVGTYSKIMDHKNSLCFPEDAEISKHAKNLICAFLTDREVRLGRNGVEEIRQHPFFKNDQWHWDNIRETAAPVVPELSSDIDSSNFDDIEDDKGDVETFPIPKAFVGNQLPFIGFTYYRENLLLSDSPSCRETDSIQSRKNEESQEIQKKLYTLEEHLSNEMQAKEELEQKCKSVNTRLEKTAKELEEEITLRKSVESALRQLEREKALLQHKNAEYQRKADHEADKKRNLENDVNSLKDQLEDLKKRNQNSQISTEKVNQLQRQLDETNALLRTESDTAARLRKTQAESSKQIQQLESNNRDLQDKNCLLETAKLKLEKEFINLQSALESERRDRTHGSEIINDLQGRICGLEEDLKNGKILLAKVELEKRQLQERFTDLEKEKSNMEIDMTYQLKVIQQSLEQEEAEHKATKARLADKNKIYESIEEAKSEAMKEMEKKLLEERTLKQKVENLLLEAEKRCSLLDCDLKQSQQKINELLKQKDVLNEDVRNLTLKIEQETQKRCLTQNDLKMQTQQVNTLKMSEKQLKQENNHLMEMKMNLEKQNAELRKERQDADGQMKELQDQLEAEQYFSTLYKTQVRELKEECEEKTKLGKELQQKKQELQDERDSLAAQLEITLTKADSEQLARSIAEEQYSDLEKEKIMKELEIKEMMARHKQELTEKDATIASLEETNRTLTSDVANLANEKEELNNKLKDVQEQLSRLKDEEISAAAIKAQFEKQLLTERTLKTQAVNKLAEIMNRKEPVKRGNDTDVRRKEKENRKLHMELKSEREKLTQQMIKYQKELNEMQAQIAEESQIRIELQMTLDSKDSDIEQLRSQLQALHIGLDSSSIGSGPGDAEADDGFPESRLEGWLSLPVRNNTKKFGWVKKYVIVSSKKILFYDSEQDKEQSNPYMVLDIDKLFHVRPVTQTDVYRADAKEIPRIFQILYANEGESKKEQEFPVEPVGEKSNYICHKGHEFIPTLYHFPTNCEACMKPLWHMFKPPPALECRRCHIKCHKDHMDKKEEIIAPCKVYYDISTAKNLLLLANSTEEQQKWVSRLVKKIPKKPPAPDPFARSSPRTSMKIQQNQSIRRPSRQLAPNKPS
DUSP1 inh = blocks human MKP-1 phosphatase activity. recombinant MKP-1, OMFP hydrolysis fluorescence. inhibition, %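 (compounds tested at a single concentration somewhere between 10 and 100 µM)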. hit rate 0.15% among 65,000;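 active means inhibition above about 50%, limit read from the data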;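 further: 0% = DMSO max control wells and 100% = wells with enzyme stopped by NaOH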
MMP-13 inhibitor = inhibitors of human MMP13; MMP-13 fTHP FRET cleavage, Mca fluorescence; inhibition, % at 4 µM; hit rate 0.07% among 65,000; AID 570;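 active means inhibition above the mean of compound-free control plate wells plus 3 SD, cut at about 14% in these data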;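 further: 0% = DMSO wells and 100% = wells with reference MMP-13 inhibitor after basal subtraction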
Jurkat viability = cytotoxicity toward Jurkat cells | Jurkat E6.1 viability, ATP luminescence, 48 h | inhibition, % at 4 µM | hit rate 1.2% among 56,000;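 active means inhibition above the mean inhibition of all tested compounds plus 3 SD, cut at about 28% in these data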
TNAP act DEA = human TNAP activation, intermediate phosphate acceptor; 64,000 tested, under 10 active; AID 813; activation factor at 20 µM; purified TNAP, CDP-star luminescence, 100 mM DEA, 30 min; hits give high values; scale: 0 levamisole-inhibited, 1 vehicle-only enzyme;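 active means activation factor of at least 2 at 20 µM, relative to controls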
Cdc25B inh = human M-phase inducer phosphatase 2 inhibition | inhibition, %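 (compounds tested at 10 µM final in the well)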 | P30305 | recombinant Cdc25B, OMFP fluorescence Ex485/Em525 | hit rate 0.1% among 65,000 | AID 368; in the data active means inhibition above about 50%
JNK3 blocker = inhibitors of human JNK3 kinase; inhibition, % at 8 µM; P53779; hit rate 0.61% among 60,000; purified JNK3 kinase activity, HTS; AID 746; in the data active means inhibition above about 17%;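 further: 0% = DMSO and 100% = reference inhibitor; many of its hits are not listed in these tables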
PKA kinase inh = PKA (human) kinase inhibition | P17612 | PKA Kemptide phosphorylation, Kinase-Glo ATP luminescence | inhibition, % at 6 µM | hit rate 0.1% among 65,000 | AID 524;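 active means inhibition above the screen-wide mean inhibition plus 3 SD, cut at about 21% in these data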; further: many of its hits are not listed in these tables
HEK293 NFkB inh = inhibitors of the PMA/ionomycin-induced NF-kB reporter in HEK293 cells; hit rate 0.21% among 62,000; inhibition, % at 3 µM; AID 465; HEK-293 NF-kB luciferase reporter, luminescence;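 active means inhibition above the mean of all tested compounds plus 3 SD, cut at about 40% in these data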;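 further: 0% = stimulated DMSO wells and 100% = 10 µM reference inhibitor 5653914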
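Reagent: PMA plus ionomycin mix as NF-kB-activating stimulus. Assay system: NF-kB luciferase reporter HEK-293 cells. Technique: luminescence from luciferase substrate reagent. Incubation: 1 h compound pre-incubation, 16 h PMA/ionomycin at 37 °C. Benchmarks: DMSO only as uninhibited control, 10 µM reference inhibitor as full inhibition. Repeats: tested once.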
* = called active by the depositor; · = no result given; & = joins results of further samples; [ ] = another dose, or the depositor's remark. Outcome played no part in choosing rows. Share with any hit: about 1.9%.

SMILES	ROCK2 inh	DUSP1 inh	MMP-13 inhibitor	Jurkat viability	TNAP act DEA	Cdc25B inh	JNK3 blocker	PKA kinase inh	HEK293 NFkB inh
CN1C(=S)SC(/[N+]([O-])=C/c2cccnc2)C1(C)C (configuration not stated)	2	-16	3	5	0.9	-9	-5	4	0
Cc1cc(C)c2ccc(N)nc2c1O	-2	-2	0	44*	1	-3	-13	-1	12
COC(=O)c1cn[nH]c1N	6	4	-9	0	0.9	-6	6	8	4
CCOC(=O)c1ccccc1NC(=O)CN(c1cccc(OC)c1)S(C)(=O)=O	6	4	-3	-3	0.9	13	1	9	13
COc1ccc(OCC(=O)N2CCN(C(=O)c3ccccc3)CC2)cc1	2	9	2	-8	0.9	-4	-3	8	-10
COC(=O)c1ccc(NC(=O)c2cccc(OC)c2)cc1	1	3	3	14	0.9	-8	7	8	-2
Cc1cc(C(F)F)n2nc(C(=O)Nc3ccc(S(=O)(=O)N4CCCCCC4)cc3)nc2n1	3	3	0	0	0.8	-8	-1	-4	1
O=c1[nH]nnc2c1sc1nc(N3CCOCC3)c3c(c12)CCCC3	8	3	-2	-10	0.9	14	0	9	13
COc1cccc(C2C3=C(CCCC3=O)Nc3nc4ccccc4n32)c1OC (configuration not stated)	7	4	-35	0	1	5	-1	10	-10
CCS(=O)(=O)n1nc(-c2ccccc2)nc1NCc1ccco1	5	-6	0	-1	1	0	2	4	2
CCC(c1nnnn1CCc1ccccc1)N1CCN(c2ccc(OC)cc2)CC1 (configuration not stated)	-1	30	4	-2	0.8	-14	0	-3	10
O=C(CSc1nnc(CN2CCOCC2)n1-c1ccc(Cl)cc1)N1CCc2ccccc21	11	3	-1	-2	0.9	-7	-1	8	6
CCN1CCN(c2cc(C)c3cc(NC(=O)c4ccncc4)ccc3n2)CC1	7	4	2	3	1	-3	-4	10	6
Cc1noc(C)c1C(=O)N1CCc2ccccc21	4	4	-11	-1	0.9	3	-1	3	8
O=C(NC(=O)N1CCN(c2ccccc2F)CC1)c1ccccc1	0	-2	5	4	1	-4	-4	1	7
COc1cc(OC)c(C2SCCN2S(=O)(=O)c2ccc(F)cc2)cc1OC (configuration not stated)	·	8	5	·	1	-4	·	8	12
O=C(Nc1ccc(Cl)c(C(F)(F)F)c1)N1CCCC(O)C1 (configuration not stated)	1	-14	0	0	0.8	-10	8	3	5
Cn1c(Cn2cnc3ccccc32)nc2ccccc21	-1	-22	1	·	0.9	4	-7	-6	·
O=C(NC1CCCC1)C(c1cccs1)N(CC1CCCO1)C(=O)Cc1cccs1 (configuration not stated)	2	-1	-7	9	0.9	-12	-9	-1	6
COC(=O)c1cc2occc2n1CC(=O)Nc1cc(OC)cc(OC)c1	0	1	-1	-2	0.9	-7	3	-2	21
C=CCn1c(SCCCC)nc(O)cc1=O	-3	-3	5	4	0.9	-5	-12	-7	15
CCc1ccc(OCC(=O)N(C)C)c(Br)c1	-2	13	6	2	1	26	-1	3	11
O=C(c1ccc2c(c1)OCO2)N(c1ccc(Cl)cc1)C1C=CS(=O)(=O)C1 (configuration not stated)	8	0	9	0	1	-2	-9	7	7
Cc1nn(-c2ccc(F)cc2)c(C)c1NS(=O)(=O)c1ccc(Cl)cc1	1	-2	4	-5	0.9	-8	4	4	19
Cc1nn(-c2ccccc2)c2c1C1(C(=O)N(C(C)C)c3ccccc31)C(C#N)=C(N)O2 (configuration not stated)	-4	36	5	1	0.9	7	-6	-8	4
O=C(Cn1cccc1)N1CCN(c2ccc(F)cc2)CC1	5	0	5	-1	1	-14	6	4	17
COC(=O)/C=c1/s/c(=C(\C#N)C(=O)NCc2ccco2)n(-c2ccccc2)c1=O	6	-5	1	·	1.1	1	4	2	·
NC(=O)c1c(NC(=O)CSc2nnc(-c3ccco3)n2-c2ccccc2)sc2c1CCC2	0	30	-2	14	1	-5	-5	1	2
CN1CCN(S(=O)(=O)c2ccc(NC(=O)c3csc4ccccc34)cc2)CC1	0	11	-4	5	0.8	0	0	-1	6
O=C(Nc1ccccn1)c1ccc(NC(=O)c2ccco2)cc1	-1	-1	-4	-8	0.9	-14	13	-2	-42
Cc1ccn2cc(CNC(=O)c3ccc(Br)o3)nc2c1	2	-4	-3	-3	1	-7	4	1	16
CCSc1nnc(NC(=O)C2Cc3ccccc3CN2C(=O)c2ccco2)s1 (configuration not stated)	0	34	-3	-2	0.9	-2	-1	1	4
O=C(Nc1ccc(-c2nc3cccnc3s2)cc1)c1ccco1	4	4	-68[fluorescence artefact?]	-5	1	-58	23*	7	-35
CC1(C)Cc2c(C#N)c(N)sc(=S)c2CO1	-2	8	1	8	0.8	4	-5	-6	6
Cc1ccc(C)c(-n2nnnc2SCC(=O)c2ccc3c(c2)NC(=O)CO3)c1	2	52*	-4	2	0.9	-6	4	-3	7
CC(SC1CCCC1)C(=O)Nc1ccnn1C(C)C (configuration not stated)	·	2	8	·	1	1	·	1	7
NC1(N)OC(CN2C(=O)c3ccccc3C2=O)CS1 (configuration not stated)	4	-13	3	3	0.9	5	-2	6	11
Cc1ccccc1CNC(=O)Nc1cccs1	5	0	5	-8	0.9	-4	2	2	6
Cc1ccc(/C(COc2ccccc2O)=N\O)cc1	0	20	4	-3	0.9	-2	-6	7	7
CCOc1ccc(Cl)cc1S(=O)(=O)N1CCCC1	6	-3	5	1	1	-5	-5	15	5
Cc1ccc(Cl)cc1-n1c(=O)cc(N2CC(C)OC(C)C2)[nH]c1=O (configuration not stated)	·	-2	-2	·	0.9	0	·	-1	13
Cc1cc(C)cc(N(CC(=O)NC2CC3CCC2C3)S(C)(=O)=O)c1 (configuration not stated)	1	11	2	-4	0.9	-11	1	0	7
C=C(C)CN(CC)c1nc(N)c(C#N)c(CC#N)c1C#N	4	-8	-4	-3	0.9	-5	-2	11	5
COc1ccc(CN(C(=O)c2ccco2)C2CC(C)N(C)CC2C)cc1 (configuration not stated)	3	-8	-5	-2	0.9	1	-1	6	6
CC(C)N(C(=O)COC(=O)c1ccc(O)cc1)C(C)C	6	4	4	-6	0.9	-3	2	7	1
COc1ccc(OC)c(S(=O)(=O)Nc2cc(Cl)cc(Cl)c2)c1	0	7	4	-2	0.9	-1	5	10	18
COCc1nnc(NC(=O)c2cc(Cl)ccc2OC)s1	6	5	-8	-4	1	-9	-3	5	-1
O=C(CCSc1nnc(-c2ccco2)o1)Nc1ccccc1	1	6	1	1	0.9	3	0	5	15
CCC(Sc1nc(N)cc(=O)[nH]1)C(=O)NC(C(=O)OC)c1ccccc1 (configuration not stated)	10	-2	1	-5	0.9	-5	1	6	9
Cc1ccc(OCc2nc(C#N)c(N3CCN(Cc4ccccc4)CC3)o2)cc1	-1	2	1	-2	0.9	6	6	2	16
COC(=O)c1cc(NCc2ccc3c(c2)OCO3)ccc1N1CCOCC1	-2	27	1	3	0.9	-11	-6	-7	3
NC(=O)c1c(NC(=O)c2cc3ccccc3o2)sc2c1CCC2	2	26	-13	-6	0.9	-9	-7	4	-85
CCC(Oc1ccccc1)C(=O)N1CCN(c2ccccn2)CC1 (configuration not stated)	-1	-1	-18	1	1.1	-8	5	2	9
Cc1oc2c(CN3CCCC3)c(O)ccc2c(=O)c1-c1ccc(Cl)cc1	0	26	-110[fluorescence artefact?]	-7	0.9	-1	9	7	-4
CCOC(=O)CCc1c(C)c2ccc(OCc3nn[nH]n3)c(C)c2oc1=O	-7	1	-168[fluorescence artefact?]	-2	0.9	5	6	-2	16
COc1ccc(C2C(C#N)=C(C)NC3=C2C(=O)CC(C)(C)C3)c(OC)c1 (configuration not stated)	4	2	-37	-6	0.9	-6	-5	6	-6
COc1cccc(C(=O)NCc2nnc(SCC(=O)Nc3nccs3)n2-c2ccccc2)c1	1	4	8	-5	0.9	-10	-5	3	5
C#CCN1CC(C)/C(=N/O)CC1C (configuration not stated)	4	3	5	-5	1	-8	2	7	9
COc1ccccc1C(=O)N1CCCC(c2nc(-c3cc(OC)c(OC)c(OC)c3)no2)C1 (configuration not stated)	5	13	4	3	0.9	-7	-5	4	6
COc1cc(OC)cc(C(=O)N(Cc2nc(-c3cccc(C)c3)no2)C(C)C)c1	0	2	2	3	0.8	-14	-10	-4	-4

In another format: entries from further up.
smiles | ROCK2 inh | DUSP1 inh | MMP-13 inhibitor | Jurkat viability | TNAP act DEA | Cdc25B inh | JNK3 blocker | PKA kinase inh | HEK293 NFkB inh
COC(=O)c1ccc(NC(=O)c2cccc(OC)c2)cc1 | 1 | 3 | 3 | 14 | 0.9 | -8 | 7 | 8 | -2
COc1cccc(C(=O)NCc2nnc(SCC(=O)Nc3nccs3)n2-c2ccccc2)c1 | 1 | 4 | 8 | -5 | 0.9 | -10 | -5 | 3 | 5
Cc1cc(C(F)F)n2nc(C(=O)Nc3ccc(S(=O)(=O)N4CCCCCC4)cc3)nc2n1 | 3 | 3 | 0 | 0 | 0.8 | -8 | -1 | -4 | 1
CN1C(=S)SC(/[N+]([O-])=C/c2cccnc2)C1(C)C (configuration not stated) | 2 | -16 | 3 | 5 | 0.9 | -9 | -5 | 4 | 0
COc1ccc(OC)c(S(=O)(=O)Nc2cc(Cl)cc(Cl)c2)c1 | 0 | 7 | 4 | -2 | 0.9 | -1 | 5 | 10 | 18
CCc1ccc(OCC(=O)N(C)C)c(Br)c1 | -2 | 13 | 6 | 2 | 1 | 26 | -1 | 3 | 11

(listing goes on)
SMILES	ROCK2 inh	DUSP1 inh	MMP-13 inhibitor	Jurkat viability	TNAP act DEA	Cdc25B inh	JNK3 blocker	PKA kinase inh	HEK293 NFkB inh
O=C1c2ccccc2C(=O)N1CC#CCN1CCN(C2CCCCC2)CC1	1	-22	5	-12	0.9	2	-6	6	5
COc1cc(CN(C)CCc2ccccn2)cc(OC)c1OC	-3	4	-4	11	1	-10	1	-3	18
Cc1nc(C)c(C(=O)C2=C(O)C(=O)N(CCN3CCOCC3)C2c2cccnc2)s1 (configuration not stated)	-8	9	-18	4	0.9	2	1	-12	22
Cc1cc(C)n(-c2cc(=O)n(C)c(=O)n2C)n1	·	13	-4	·	0.9	-6	·	-3	23
COc1ccc(OC)c(-c2oc3ccccc3c(=O)c2O)c1	-3	9	2	4	0.9	-1	-1	1	10
COc1ccc2c(c1)Cc1sc(NC(C)=O)nc1-2	10	-6	3	-2	0.9	7	-11	8	-30
O=C(N1CCCCC1)N1CCN(c2ccc(Cl)cc2)CC1	4	1	4	9	0.9	-2	4	4	16
CCOc1cccc(CN2CCN(c3cccc(C(F)(F)F)c3)CC2)c1O	5	1	7	8	0.9	-10	-1	8	9
COc1ccc(CNc2oc(Cc3cccc4ccccc34)nc2C#N)cc1	0	-12	-5	7	0.9	-1	-4	4	9
CCOC(=O)C1=C(C)NC(=O)NC1c1cc(Br)c(O)c(OC)c1 (configuration not stated)	3&2	-13&8	4&1	-7&-6	·	5&-10	-3&-1	12&6	19&19
Cc1ccc(S(=O)(=O)c2nc(-c3ccccc3)oc2NCc2cccnc2)cc1	2	30	5	9	0.9	-11	-11	-2	20
CCOC(=O)c1csc(NC(=O)C2CCCCC2)n1	-9	-7	1	2	0.8	-7	5	2	-3
Cc1nc2c(-c3ccccc3)c(C)[nH]n2c(=O)c1Cl	3	-9	-8	-4	0.9	-4	-3	3	0
O=C(c1nn2c(C(F)(F)F)cc(-c3ccc(F)cc3)nc2c1Cl)N1CCOCC1	-2	10	3	4	0.8	-5	-3	-1	7
Cc1oc(C(=O)O)cc1COc1ccc2c(C)cc(=O)oc2c1	·	29	-18	·	0.9	0	·	0	9
O=C(O)CSCC(=O)Nc1cccc2ccccc12	0	-1	1	2	1	-8	4	-3	5
O=C(CCCn1c(=O)[nH]c2cc(Cl)ccc2c1=O)NCCCN1CCCC1=O	·	9	9	·	1.1	5	·	-2	11
Cc1cc(C(F)(F)F)c2c(N)c(C(=O)Nc3cc(C)on3)sc2n1	0	-4	3	7	0.9	-13	7	1	-17
O=S(=O)(c1ccccc1)N(C1=NCCS1)S(=O)(=O)c1ccccc1	4	3	1	-4	0.9	-14	-5	9	4

Screening data (PubChem BioAssay)
